# BRCA1 expr up = BRCA1 expression activation. MCF7-BRCA1-FFLuc reporter, luminescence, 48 h; response scale: scaled: vehicle 0%, 10 µM genistein 100%. 1.1% of 380,000 active. Potency, µM (series often up to 46.1 µM), for inactives: at the top dose activation, hits mostly activators; active = well fitted activation curve with a large enough effect; inconclusive = small, poorly fitted or top-dose-only effect; inactive = no such curve, though single readings can be large or run the other way; note: nearly all actives have a fitted effect of over 80% in size; some results filed as inactive show a strong effect at the top dose
#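 MCF7 cells carrying a BRCA1-firefly luciferase reporter (2000 cells/well, phenol-red free MEM) were attached for 2 h at 37 °C, then given compounds for 48 h. Luminescence was read 15 min after luciferase reagent; activity normalized to genistein (10 microM) and DMSO.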
# The depositor's hits bear a star; ? = inconclusive. Potency is the fitted concentration of half-maximal effect. Not all compounds are listed; the hit share may differ from the screen's.
# Sample of the layout (three entries):
SMILES,BRCA1 expr up
CC(C)c1cc(C(=O)NC2CCCCCC2)c2ccccc2n1,-12%
C(=C\c1ccccc1)/CN1CCN(C(c2cccc3ccccc23)c2nnnn2-c2ccc3c(c2)OCCO3)CC1 (configuration not stated),-37%
CCOC(=O)[C@]12CCC=C1N(Cc1ccco1)C(=O)[C@H](CC(=O)NCc1cccc3ccccc13)C2,-3%

# This part in full, from the first entry:
SMILES,BRCA1 expr up
CC(C)c1cc(C(=O)NC2CCCCCC2)c2ccccc2n1,-12%
C(=C\c1ccccc1)/CN1CCN(C(c2cccc3ccccc23)c2nnnn2-c2ccc3c(c2)OCCO3)CC1 (configuration not stated),-37%
CCOC(=O)[C@]12CCC=C1N(Cc1ccco1)C(=O)[C@H](CC(=O)NCc1cccc3ccccc13)C2,-3%
Cc1ccc2nc(C(C)(C)C)c(Cc3cccc(F)c3)n2c1,-20%
c1ccc(-c2nc3c4ccccc4ccn3c2Cc2ccsc2)cc1,-27%
Cc1ccc(OCC(=O)Nc2ccc(O)c(-c3nc4cc(C)c(C)cc4o3)c2)cc1,-2%
COCCNC(=O)C1(C)CCCN(CCS(=O)(=O)c2ccc(C)cc2)C1 (configuration not stated),0%
CNc1ncnc2c1ncn2[C@H]1CN(CCN2CCOCC2)C[C@@H](CO)O1,5%
COc1ccc(S(=O)(=O)N(C)C[C@@H]2OCCCC[C@H](C)Oc3ccc(NC(=O)Nc4ccc(C(F)(F)F)cc4)cc3C(=O)N([C@H](C)CO)C[C@H]2C)cc1,-8%
CC1(c2nnnn2Cc2ccccc2)CCC(=O)N1c1ccc(N2CCOCC2)cc1 (configuration not stated),21%
C[N+]1(CC(=O)c2ccc(O)c(O)c2)CCOCC1,6%
OC(c1cccc(F)c1)c1ncc(-c2ccc(C(F)(F)F)cc2)[nH]1 (configuration not stated),-9%
Nc1ccc2c3c(ccc([N+](=O)[O-])c13)CC2,-13%
CCNC(=O)C1CCCN(C(=O)c2cc(F)ccc2C)CC1 (configuration not stated),8%
COc1ccc(CCCNC(=O)C2Cc3c(-c4cccc(C(C)=O)c4)ccnc3O2)cc1 (configuration not stated),-49%
CC(C)C[C@H]1CN([C@@H](CC(C)C)CN2CCCC2CN2C(=S)NC[C@@H]2Cc2ccccc2)C(=S)N1CCc1ccccc1 (some centres not stated),-17%
CC(=O)Nc1cccc(-c2ccnc3c2CC(C)(C(=O)Nc2ccc(Cl)cc2)O3)c1 (configuration not stated),-60%
C#CCN(C[C@H]1[C@H](OC(=O)NCc2ccco2)[C@H](OC(=O)NCc2ccco2)C[C@H]2C(=O)N(c3ccccc3)C(=O)[C@@H]12)S(=O)(=O)c1ccc(C)cc1,7%
Cc1nc(C(F)(F)F)ccc1C(=O)N1CCC1(C)C(=O)NS(=O)(=O)c1cccc(Cl)c1 (configuration not stated),15%
CC(C)(C)c1ccc(S(=O)(=O)NC(=O)C2(C)CCN2C(=O)Cc2cccs2)cc1 (configuration not stated),2%
COc1ccccc1S(=O)(=O)N(C)C[C@@H]1Oc2ncc(-c3ccc(C)cc3)cc2C(=O)N([C@H](C)CO)C[C@@H]1C,-30%
Cc1cc2c(cc1C)C(=O)CCC2,5%
CCCNC(=O)C1(C)CCCN(C(=O)c2cccc(C#N)c2)C1 (configuration not stated),0%
Cc1ccc([C@H]2C[C@@H](O)[C@H](n3cc(-c4ccc(F)cc4)nn3)CN2C(=O)c2cccs2)cc1,-38%
O=C(NC1CCCC1)C1c2ccccc2OCC(=O)N1Cc1cccnc1 (configuration not stated),21%
Cc1ccccc1-c1cc2nc(NCCOc3ccccc3Cl)n(C)c(=O)c2s1,-10%
O=C1O[C@@H](c2ccccc2)C[C@@H](O)[C@H](O)CCCc2ccccc21,7%
Cc1nc(NC(=O)C(C)(C)C)sc1C(=O)Cn1cc(-c2ccc(C(C)(C)C)cc2)nn1,20%
CC1(C(=O)N2CCCCC2)CCN1C(=O)c1ccccc1CCc1ccccc1 (configuration not stated),-8%
O=C(O)c1ccc(Cl)cc1NC(=O)C1CCN(S(=O)(=O)c2cccs2)CC1,-7%
CCc1nc(NCc2cccs2)c2nnn(Cc3ccccc3)c2n1,-1%
Cc1noc(C)c1NC(=O)Nc1ccc2c(c1)C(=O)N([C@H](C)CO)C[C@@H](C)[C@@H](CN(C)S(=O)(=O)c1cn(C)cn1)OCCCC[C@H](C)O2,3%
O=[N+]([O-])c1ccc(CN2CC(N3CCC(Cc4ccccc4)CC3)CS2(=O)=O)cc1 (configuration not stated),3%
COc1cccc(-c2cnc(C(O)c3cccc(CN4CCCCC4)c3)[nH]2)c1 (configuration not stated),11%
OC[C@@H]1CN(Cc2ccc(-c3ccccc3)cc2)C[C@H](n2cnc3c(Nc4ccccc4)ncnc32)O1,-41%
CC1(C(=O)NS(=O)(=O)C2CC2)CCN(C(=O)COc2ccc(Cl)cc2Cl)C1 (configuration not stated),-11%
CCOC(=O)C1CCCN(C(=O)c2cccnc2Oc2ccccc2)CC1 (configuration not stated),1%
O=C(Nc1cc(C(F)(F)F)cc(C(F)(F)F)c1)O[C@@H]1c2ccccc2[C@@H]2Cc3csc[n+]3[C@H]12,16%
O=[N+]([O-])c1ccc(CN2CC(N3CCN(CCO)CC3)CS2(=O)=O)cc1 (configuration not stated),2%
COc1ccc(C(C)=O)cc1OCc1ccccc1,-17%
Cc1ccc(C(=O)Nc2c(-c3ccc(Cl)cc3)[nH][nH]c2=O)cc1,5%
COCOCCn1cc(CN2CCS(=O)(=O)N(Cc3ccc(-c4ccc(OC)c(OC)c4)cc3)C(CC(C)C)C2=O)nn1 (configuration not stated),-23%
CCc1nc2ccc(C(=O)N3CCN(S(=O)(=O)CC)CC3)cn2c1N(C)CCC(C)C,-4%
Cc1ccc(C)c(NC(=O)COC(=O)c2ccc(S(=O)(=O)N3CCCC3)cc2)c1,15%
CC(=O)Nc1cc(-c2cccc(C(=O)NCCN(C)C)c2)cn2c(-c3ccc(S(C)(=O)=O)cc3)cnc12,8%
COc1cc(S(=O)(=O)O)c(C)cc1N=Nc1c(O)ccc2cc(S(=O)(=O)O)ccc12,0%
C[C@H]1CN([C@@H](C)CO)C(=O)CCCn2nncc2CO[C@H]1CN(C)C(=O)Nc1ccc(N2CCCCC2)cc1,17%
COC(=O)c1ccc2cn[nH]c2c1,5%
CCN(C(=O)CN1C(=O)NC2(CCC(C)CC2)C1=O)C1CCCCC1 (configuration not stated),2%
CC(=O)NC(c1cccc(F)c1)c1nc(-c2cccc(F)c2)cs1 (configuration not stated),8%
O=C1C=C(N2CCOCC2)c2cccc3cccc1c23,-15%
CC1(C)OC2COC(c3[nH]nc4c(=O)[nH]c(=O)[nH]c34)C2O1 (configuration not stated),12%
CCOC(=O)N(C)c1c(CC)nc2c(OCc3ccccc3)cccn12,-14%
CCOc1cccc(C2C=C(c3ccc4c(c3)OCO4)NC(c3cccc(Br)c3)N2)c1O (configuration not stated),-17%
OC[C@@H]1CN(Cc2ccccc2)C[C@H](n2ccc3c(N4CCCC4)ncnc32)O1,15%
CN(C(=O)CN1CCN(c2cc(-c3ccc(-c4ccccc4)cc3)ncn2)CC1)c1ccccc1,7%
Cc1ccc(S(=O)(=O)N(C)C[C@H]2OCCCC[C@@H](C)Oc3ccc(N(C)C)cc3C(=O)N([C@H](C)CO)C[C@@H]2C)cc1,0%
O=C(NCc1ccccc1CN1CCCC1)C1CCN(C(=O)c2ccc(Cl)cc2)CC1,-16%
CCC(CC)CN1CCC(CN2C(=O)C(=O)NC[C@@H]2CC(C)C)CC1,9%
CCCC(=O)N1CCC1(C)C(=O)Nc1ccc2nccnc2c1 (configuration not stated),6%
# Next section:
SMILES,BRCA1 expr up
Cc1ccc(Cc2c(-c3ccco3)nc3c4ccccc4ccn23)cc1,?
COc1ccccc1NC(=O)N(C)C[C@@H]1OCc2cnnn2CCCC(=O)N([C@H](C)CO)C[C@@H]1C,-5%
CC(C)C(N)c1csc(NC(=O)Nc2cccc(C(F)(F)F)c2)n1 (configuration not stated),-73%
CCCNC(=O)C1(C)CCN(CCC(=O)c2ccc(Br)cc2)C1 (configuration not stated),-16%
O=C(c1ccc(N2CCCC2=O)cc1)N1CCN(c2ccc(C(F)(F)F)cc2[N+](=O)[O-])CC1,-8%
CN(C)S(=O)(=O)c1cccc(NC(=O)c2ccccc2SCC(=O)N2CCCC2)c1,23%
CC(C)NC(=O)C1(C)CCN1C(=O)c1ccccc1 (configuration not stated),7%
NS(=O)(=O)c1ccc(N=Nc2nc3[nH]cnc(=S)c3[nH]2)cc1,-17%
CC(C)C[C@H]1CN([C@@H](CC(C)C)CN2CCC[C@H]2CN2C(=O)C(=O)NC[C@@H]2Cc2ccc(O)cc2)C(=O)C(=O)N1CC1CCCCC1,3%
Cc1cc(C)cc(-n2c3ccc(NC(=O)Cc4cccc5ccccc45)cc3c(=O)n2C)c1,-59%
COc1ccc(C(=O)CSC(=S)N2CCCCC2)cc1,3.2µM*
CN1OC[C@@H]2CN3C(=O)N(c4cccc5ccccc45)c4ccccc4[C@@H]3C[C@@H]21,-9%
COc1cccc(C(=O)N2CCN(Cc3nc(-c4ccoc4)oc3C)CC2)c1,-4%
COc1cc2ccc(CC(N)=O)cc2cc1OC,-5%
C[C@@H]1CN([C@@H](C)CO)C(=O)CCCn2nncc2CO[C@H]1CN(C)S(=O)(=O)c1ccc(Cl)cc1,-1%
CN(C)c1ccc(/C=C/c2c(Br)cnc3ccccc23)cc1,0%
CC1(C)CC(=O)C=C(c2ccc(CO)cc2)C1=O,-12%
CC1(CCc2ccccc2)NC(=O)N(CC(=O)N2CCc3ccccc32)C1=O (configuration not stated),-26%
CC(=O)N(O)c1ccc(/C=C2\C=Cc3ccccc32)cc1,74%
Cc1cc2oc(=O)cc(CN3CCCC3)c2cc1Cl,7%
CCOC(=O)C1(C)CCN1C(=O)c1ccco1 (configuration not stated),0%
CCCCCc1c(-c2ccc(F)cc2F)ncn1CCc1ccccc1OC,-14%
Cc1cccc(C)c1NC(=O)CN(C)C(=O)c1ccc(OCc2ccccc2)cc1,55%
Cc1cc2nc[nH]c(=O)n2n1,-2%
CCc1nc2ccc(C(=O)Nc3cccc(OC)c3)cn2c1N(CC)Cc1cccc(Br)c1,-12%
CC(C)C[C@H]1CN([C@@H](Cc2ccccc2)CN2CCC[C@@H]2CN2C(=O)C(=O)NC[C@@H]2Cc2ccc(O)cc2)C(=O)C(=O)N1CC1CCCCC1,14%
Nc1c(Br)cc(Br)c2c1[nH]c(=O)c1ccccc12,-45%
CCCOc1ccc(F)cc1-c1cc(C(=O)NCc2ccccc2)[nH]n1,-21%
Cc1cccc(-n2c(C)nnc2SCC(=O)NC(C)c2ccco2)c1 (configuration not stated),27%
CCOC(=O)CCCCCC(=O)Nc1ccc2c(c1)C(=O)N([C@@H](C)CO)C[C@@H](C)[C@H](CN(C)C(=O)Nc1ccccc1)OCCCC[C@H](C)O2,-12%
CCOC(=O)C1=CCN(S(=O)(=O)c2ccc(C)cc2)C1c1cccc(C)c1 (configuration not stated),-8%
COc1ccc(-c2cc(NC=O)c3ncc(-c4ccc(OC)c(OC)c4)n3c2)cc1OC,-57%
COC[C@H]1CCCN1[C@H]1CS(=O)(=O)N[C@@H]1COCc1ccccc1,17%
Cc1ccc(NC(=O)c2ccc(-c3cc(Cl)ccc3Cl)o2)c(C)c1,56%
COc1ccc(NC(=O)COC(=O)CN2C(=O)C3CCCCC3C2=O)cc1 (configuration not stated),13%
COc1ccc(NC(=O)C2(C)Cc3c(-c4cccc(NC(C)=O)c4)ccnc3O2)cc1OC (configuration not stated),-48%
O=C1C(=Cc2ccc(F)cc2)CCc2ccccc21,68%
CCc1nc2ccc(C(=O)NCCc3ccccn3)cn2c1N(CCC(C)C)CCN(C)C,10%
Cc1nnsc1C(=O)N1CCCC(C)(C(=O)NS(=O)(=O)C2CC2)C1 (configuration not stated),-15%
CCOC(=O)N(C)c1c(CC)nc2c(OCc3ccc(OC(F)F)cc3)cccn12,-25%

# Some of these compounds in order of heavy-atom count, highest first.
SMILES,BRCA1 expr up
CCc1nc2ccc(C(=O)Nc3cccc(OC)c3)cn2c1N(CC)Cc1cccc(Br)c1,-12%
COc1ccc(NC(=O)COC(=O)CN2C(=O)C3CCCCC3C2=O)cc1 (configuration not stated),13%
CCCOc1ccc(F)cc1-c1cc(C(=O)NCc2ccccc2)[nH]n1,-21%
Cc1cccc(-n2c(C)nnc2SCC(=O)NC(C)c2ccco2)c1 (configuration not stated),27%

# Next section
SMILES,BRCA1 expr up
C[C@H]1CN([C@@H](C)CO)S(=O)(=O)c2ccc(Br)cc2O[C@@H]1CN(C)C(=O)C1CCOCC1,-30%
CC1(C)OC(=O)C2(Cc3cc([N+](=O)[O-])ccc3N3CCCCC32)C(=O)O1 (configuration not stated),17%
O=S1(=O)N[C@H](Cc2ccccc2)COc2cccc(N3CCN(Cc4ccccc4F)CC3)c21,-32%
Cc1cc(Br)cn2c(Cc3ccsc3)c(-c3ccc(Cl)cc3)nc12,-30%
O=C(/C=C/[C@H]1O[C@@H](n2ccc(=O)[nH]c2=O)[C@H](O)[C@@H]1O)NC1CCN(Cc2ccccc2)C1 (some centres not stated),5%
Cc1ccc(CNC(=O)CN2NS(=O)(=O)c3ccccc3C2=O)cc1,-16%
CC1Cn2c(Cc3ccccc3)nnc2S1 (configuration not stated),26%
COc1ccc(-c2oc3c(c2C(=O)OCCO)C(OCCO)CCC3)cc1 (configuration not stated),9%
C[C@@H]1CN([C@@H](C)CO)C(=O)CCCn2nncc2CO[C@H]1CN(C)C(=O)Nc1cccc(Oc2ccccn2)c1,4%

# Quoted at random: four compounds from above
SMILES,BRCA1 expr up
O=C(/C=C/[C@H]1O[C@@H](n2ccc(=O)[nH]c2=O)[C@H](O)[C@@H]1O)NC1CCN(Cc2ccccc2)C1 (some centres not stated),5%
C[C@@H]1CN([C@@H](C)CO)C(=O)CCCn2nncc2CO[C@H]1CN(C)C(=O)Nc1cccc(Oc2ccccn2)c1,4%
COc1ccc(-c2oc3c(c2C(=O)OCCO)C(OCCO)CCC3)cc1 (configuration not stated),9%
C[C@H]1CN([C@@H](C)CO)S(=O)(=O)c2ccc(Br)cc2O[C@@H]1CN(C)C(=O)C1CCOCC1,-30%

# High-throughput results as filed in PubChem.
